# Bioassay records: PubChem, Sanford-Burnham Center for Chemical Genomics
# SENP7 block – inhibitors of human SENP7 protease; Q9BQF6; 330,000 tested, 1.5% active; inhibition, % at 5 µM; AID 434973; recombinant SENP7, Z-RLRGG-aminoluciferin luminescence, 40 min;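 active = inhibition above about 50% at the single test dose, limit read from the data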;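 also: plate controls were DMSO with enzyme for no effect and no enzyme buffer wells for full effect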
# SENP6 block – SENP6 protease inhibition. Q9GZR1. Recombinant SENP6 catalytic domain, aminoluciferin luminescence. inhibition, % at 10 µM. 330,000 tested, 1.8% active. AID 2599;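 active = inhibition above about 50% at the single tested dose, limit read from the data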;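 also: plate controls were DMSO wells with enzyme for no effect and DMSO wells lacking enzyme for full effect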
# Target sequence (Q9GZR1 628-1112 limits assumed): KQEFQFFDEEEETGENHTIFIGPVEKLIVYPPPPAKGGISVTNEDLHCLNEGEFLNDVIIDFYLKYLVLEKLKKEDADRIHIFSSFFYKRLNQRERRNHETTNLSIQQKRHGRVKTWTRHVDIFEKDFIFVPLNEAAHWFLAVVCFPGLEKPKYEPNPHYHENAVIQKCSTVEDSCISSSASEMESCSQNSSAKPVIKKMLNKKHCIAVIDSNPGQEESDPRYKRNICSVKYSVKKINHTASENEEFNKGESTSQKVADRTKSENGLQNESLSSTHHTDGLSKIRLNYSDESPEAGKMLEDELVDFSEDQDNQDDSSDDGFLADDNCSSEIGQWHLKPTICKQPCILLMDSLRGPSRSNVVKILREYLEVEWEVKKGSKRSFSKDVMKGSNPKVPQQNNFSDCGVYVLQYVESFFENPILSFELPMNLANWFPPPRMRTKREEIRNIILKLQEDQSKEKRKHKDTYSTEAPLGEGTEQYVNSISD
# HKDC1 inh – blocks human hexokinase HKDC1 activity | AID 493160 | recombinant HKDC1, G6PDH/diaphorase resazurin coupled fluorescence | 340,000 tested, 0.16% active | inhibition, % at 20 µM;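 active = inhibition above about 35% when tested at 20 µM, limit read from the data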;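 also: plate controls were DMSO wells with enzyme for no effect and DMSO wells lacking enzyme for full effect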
#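 Test system: HK5 enzyme. Quantity: 5 µg/mL HK5 final. Reagent: glucose and ATP substrates. Schedule: 90 min reaction incubation at room temperature, dark. Technique: resazurin-to-resorufin fluorescence via G6PDH and diaphorase coupling, 525/613 nm. Control set: DMSO wells with and without enzyme mix.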
# PfGluPho inh – PfG6PD (Plasmodium falciparum) enzyme inhibition; PfGluPho enzyme, NADPH resazurin-diaphorase fluorescence; inhibition, % at 20 µM; 350,000 tested, 0.78% active;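 active = inhibition reaching at least a set limit at 20 µM in the primary screen, cut at about 59% in these data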;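 also: 0% = DMSO wells with substrate and 100% = DMSO wells lacking glucose-6-phosphate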
# SENP8 inh – SENP8 (human) protease inhibition. recombinant SENP8, Nedd8 substrate fluorescence. AID 602440. Q96LD8. 360,000 tested, 0.64% active. inhibition, % at 20 µM; in the data active = inhibition mostly above about 40%, no sharp cut-off; inactive = mostly below about 27%
# Target sequence (Q96LD8 whole entry, looked up): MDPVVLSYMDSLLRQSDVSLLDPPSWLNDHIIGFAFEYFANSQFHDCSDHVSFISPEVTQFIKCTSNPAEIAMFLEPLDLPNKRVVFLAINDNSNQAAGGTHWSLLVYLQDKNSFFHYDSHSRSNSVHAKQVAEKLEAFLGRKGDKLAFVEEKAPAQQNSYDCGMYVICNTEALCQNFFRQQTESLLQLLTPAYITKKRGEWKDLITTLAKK
# ATG4B inh – ATG4B (human) cysteine protease inhibition; inhibition, % at 8.33 µM; Q9Y4P1; ATG4B cleavage of LC3-PLA2, NBD-HPC fluorescence, 1 h; 340,000 tested, 0.51% active; AID 504462; in the data active = inhibition above about 40%
# Target sequence (Q9Y4P1 whole entry, looked up): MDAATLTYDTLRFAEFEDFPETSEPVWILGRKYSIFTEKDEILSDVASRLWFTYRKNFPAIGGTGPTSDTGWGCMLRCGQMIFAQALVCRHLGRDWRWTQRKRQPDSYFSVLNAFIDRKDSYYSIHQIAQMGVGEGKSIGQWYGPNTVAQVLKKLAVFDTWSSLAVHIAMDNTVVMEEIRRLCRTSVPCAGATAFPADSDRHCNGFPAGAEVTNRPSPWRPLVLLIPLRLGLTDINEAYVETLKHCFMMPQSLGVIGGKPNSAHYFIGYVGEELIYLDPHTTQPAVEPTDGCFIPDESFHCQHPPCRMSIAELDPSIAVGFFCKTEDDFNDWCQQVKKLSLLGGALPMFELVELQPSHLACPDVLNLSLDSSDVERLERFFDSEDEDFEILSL
# GRIN3A LBD mod – modulates the human NR3A ligand-binding domain. AID 1259313. NR3A LBD differential scanning fluorimetry, Tm shift; 0% = protein alone, 100% = glycine-bound protein. Tm shift relative to glycine control, % at 25 µM. 340,000 tested, 2.5% active;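 active = melting temperature shift of at least 10% of the positive control shift, at one fixed dose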
# MPTP block – blocks calcium-induced mitochondrial swelling | 360,000 tested, 1.4% active | isolated mouse mitochondria, Ca2+ swelling absorbance, 30 min | inhibition, % at 10 µM;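 active = inhibition of 50% or more, scaled per plate between neutral and stimulator controls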;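 also: 0% = DMSO wells given calcium and 100% = 1 mM EGTA wells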
# Active calls of the source: *; i = inactive; . = no result given.
compound	SENP7 block	SENP6 block	HKDC1 inh	PfGluPho inh	SENP8 inh	ATG4B inh	GRIN3A LBD mod	MPTP block
O=C(COC(=O)CNC(=O)c1ccco1)Nc1ccccc1OC(F)F	-10	-25	-5	-15	15	0	1	0.3
COc1ccc(NC(=O)CSc2nnc(-c3ccccn3)n2N)cc1	1	-9	-10	9	13	5	-1	2.3
CCN1CCN(CC(=O)Nc2cc(F)ccc2C)CC1	2	2	3	4	6	-1	-1	-0.9
Cc1cc2ccccc2n1CCNC(=O)Cc1cccc2ccccc12	-13	-12	4	5	-15	-11	-7	0.1
CCOC(=O)N1CCC(NC(=O)c2cc3c(-c4ccc(OC)c(OC)c4)nn(C)c3s2)CC1	4	-9	6	12	i	-26	0	-0.1
CCCc1cc(=O)[nH]c(N/N=C/C=C\c2ccccc2)n1	-6	-16	-7	2	-48	-4	-2	-0.2
Cc1noc(-c2ccc(C(F)(F)F)cc2)c1NC(=O)Nc1ccc(Cl)cc1	9	-16	-4	3	16	0	30*	75*
CN(C)c1cccc(Oc2nc3c(c(=O)n(C)c(=O)n3C)n2C)c1	4	7	-2	28	-10	3	-5	0.3

# New compounds follow.
compound	SENP7 block	SENP6 block	HKDC1 inh	PfGluPho inh	SENP8 inh	ATG4B inh	GRIN3A LBD mod	MPTP block
O=C(c1ccc(CNS(=O)(=O)c2ccc(Br)cc2)cc1)N1CCCCC1	10	7	10	-1	9	-10	2	2.2
COc1cccc(OC)c1C(=O)OCC(=O)N(c1ccccc1)C1CCCCC1	-9	-20	0	-10	8	-43	-2	-0.1
COc1ccc(CNC(=O)[C@H](C)NC(=O)C2CCN(C(=O)[C@H](CCSC)NC(=O)OC(C)(C)C)CC2)cc1	-5	-10	-3	-1	9	-25	0	0.2
COc1cc(OC)c(C(=O)OCC(=O)Nc2ccc(N3CCOCC3)cc2)cc1OC	-8	-15	1	8	-1	-4	-1	-1.7
COc1ccccc1NC(=O)NC(=O)N(C(C)C)S(C)(=O)=O	5	9	-9	1	8	-11	-2	0.2
O=C(Nc1ccc(F)cc1F)c1ccc(S(=O)(=O)N2CCCCC2)cc1	-4	-19	-2	-4	-1	0	-2	1.8
Cc1ccc(NC(=O)C2(S(=O)(=O)c3ccc(Cl)cc3)CC2)cc1	-3	-2	0	-5	10	-1	1	2.5
CCc1ccc(NC(=O)CCNS(=O)(=O)c2cccc3nonc23)cc1	-3	-18	-5	10	19	-10	-2	1.2

# (list continues)
compound	SENP7 block	SENP6 block	HKDC1 inh	PfGluPho inh	SENP8 inh	ATG4B inh	GRIN3A LBD mod	MPTP block
O=C(NCc1ccccn1)Nc1ccc(F)cc1F	5	11	0	-9	1	-5	1	-0.2
Cc1ccc(C(C)C)cc2c(C)ccc1-2	.	.	-5	7	5	4	1	20
NC(=O)CSc1nnc2ccc(-c3ccco3)nn12	7	12	-4	3	-318	2	0	0.4
COCCNC(=O)C(c1ccccc1C)N(C(=O)Cn1nnc2ccccc21)c1cccnc1 (centres undefined)	-3	-4	3	7	4	-12	1	0.2
CCC(C(=O)Nc1ncn[nH]1)(C(F)(F)F)C(F)(F)F	-6	-9	0	-8	20	-3	0	-1.6
CSc1ccc(/C=N/NC(=O)c2cccs2)cc1	88*	83*	0	-3	-385	5	13*	2.2
O=C(c1cc(COc2ccc(F)cc2Cl)on1)N1CCCCC1c1cccnc1 (centres undefined)	-20	-18	4	-12	14	13	0	-0.7
COc1cc(/C=C(/C#N)C(=O)Nc2ccccc2)c(Br)cc1OCc1ccc(C(=O)O)cc1	-16	-13	15	-22	5	-3	3	3.8

# Some of these compounds in order of length of the SMILES, largest number first.
compound	SENP7 block	SENP6 block	HKDC1 inh	PfGluPho inh	SENP8 inh	ATG4B inh	GRIN3A LBD mod	MPTP block
COc1ccc(CNC(=O)[C@H](C)NC(=O)C2CCN(C(=O)[C@H](CCSC)NC(=O)OC(C)(C)C)CC2)cc1	-5	-10	-3	-1	9	-25	0	0.2
COc1cc(/C=C(/C#N)C(=O)Nc2ccccc2)c(Br)cc1OCc1ccc(C(=O)O)cc1	-16	-13	15	-22	5	-3	3	3.8
COCCNC(=O)C(c1ccccc1C)N(C(=O)Cn1nnc2ccccc21)c1cccnc1 (centres undefined)	-3	-4	3	7	4	-12	1	0.2
COc1cc(OC)c(C(=O)OCC(=O)Nc2ccc(N3CCOCC3)cc2)cc1OC	-8	-15	1	8	-1	-4	-1	-1.7
Cc1noc(-c2ccc(C(F)(F)F)cc2)c1NC(=O)Nc1ccc(Cl)cc1	9	-16	-4	3	16	0	30*	75*
O=C(c1ccc(CNS(=O)(=O)c2ccc(Br)cc2)cc1)N1CCCCC1	10	7	10	-1	9	-10	2	2.2
COc1cccc(OC)c1C(=O)OCC(=O)N(c1ccccc1)C1CCCCC1	-9	-20	0	-10	8	-43	-2	-0.1
CN(C)c1cccc(Oc2nc3c(c(=O)n(C)c(=O)n3C)n2C)c1	4	7	-2	28	-10	3	-5	0.3
CCc1ccc(NC(=O)CCNS(=O)(=O)c2cccc3nonc23)cc1	-3	-18	-5	10	19	-10	-2	1.2
COc1ccccc1NC(=O)NC(=O)N(C(C)C)S(C)(=O)=O	5	9	-9	1	8	-11	-2	0.2
CCC(C(=O)Nc1ncn[nH]1)(C(F)(F)F)C(F)(F)F	-6	-9	0	-8	20	-3	0	-1.6
NC(=O)CSc1nnc2ccc(-c3ccco3)nn12	7	12	-4	3	-318	2	0	0.4
CSc1ccc(/C=N/NC(=O)c2cccs2)cc1	88*	83*	0	-3	-385	5	13*	2.2
O=C(NCc1ccccn1)Nc1ccc(F)cc1F	5	11	0	-9	1	-5	1	-0.2
Cc1ccc(C(C)C)cc2c(C)ccc1-2	.	.	-5	7	5	4	1	20

# (list continues)
compound	SENP7 block	SENP6 block	HKDC1 inh	PfGluPho inh	SENP8 inh	ATG4B inh	GRIN3A LBD mod	MPTP block
CCOC(=O)C1CCCN(S(=O)(=O)c2cc(Br)cc3c2N(C(=O)C2CC2)CC3)C1 (centres undefined)	1	17	-4	13	22	-8	1	0.5
C=CCn1c(C)cc(C)c(C#N)c1=O	-7	-6	11	-2	-15	5	1	0.5
O=c1[nH]nc(-c2ccc(F)cc2)cc1Cc1ccccn1	-5	-2	-6	4	1	-1	1	0.0
O=C(COc1ccc(C(=O)c2ccccc2)cc1)Nc1cccnc1	-3	-31	2	16	-4	-6	-1	81*
O=C(CSc1ccc2nnc(CCNC(=O)c3ccc(F)cc3)n2n1)NCc1ccco1	-9	5	-3	-18	-7	5	2	0.2
COc1ccc(CNC(=O)C2CCN(S(=O)(=O)N3CC(C)CC(C)C3)CC2)cc1 (centres undefined)	-6	4	-3	-2	5	-3	2	-2.1
O=C(NC(=S)N1CCN(c2nc(-c3ccccc3)cs2)CC1)c1cncc(Br)c1	-2	-1	-4	2	18	1	-19	0.3
CC(SCc1ccccc1)C(=O)Nc1ccc2c(c1)OCO2 (centres undefined)	2	-2	-5	5	17	-2	0	1.7

# (next part)
compound	SENP7 block	SENP6 block	HKDC1 inh	PfGluPho inh	SENP8 inh	ATG4B inh	GRIN3A LBD mod	MPTP block
COC(=O)c1ccc(C)c(-n2c(=O)n(Cc3ccccc3)c(=O)c3[nH]cnc32)c1	-1	11	-8	-12	14	1	1	-1.6
CCOC(=O)C1CCCN(C(=O)c2ccc3c(c2)NC(=O)C(N2CCOCC2)S3)C1 (centres undefined)	2	-18	-4	-3	12	-11	-2	2.7
O=C(NNC1CCN(Cc2ccccc2)CC1)c1ccccc1	.	.	-7	7	13	-7	0	-1.6
CC(=O)Nc1ccc(S(=O)(=O)NC(CC(=O)NCCc2ccccc2)C(C)C)cc1 (centres undefined)	5	-28	-11	4	-2	-2	1	-2.9
Cc1ccc(OCCSc2nc(NC(C)C)nc(NC(C)C)n2)cc1	1	0	1	25	13	12	23*	25
Cc1nc(C)n(CC(=O)c2ccc(Cl)cc2Cl)n1	-12	-25	8	-12	1	-8	-1	0.4
Cc1nn(S(=O)(=O)N2CCCCC2)c(C)c1Br	5	-12	-15	-6	2	-3	-7	1.2
COC(=O)[C@@H]1C[C@@H]2CC[C@@H](O)C[C@@H]2N1Cc1ccc(OC)cc1	-10	-8	-3	3	-14	-4	-2	-0.6

# Additional records.
compound	SENP7 block	SENP6 block	HKDC1 inh	PfGluPho inh	SENP8 inh	ATG4B inh	GRIN3A LBD mod	MPTP block
COc1ccc(NC(=O)CSc2[nH]c(=O)cc(C)c2C#N)cc1OC	-4	6	-3	-4	15	-14	0	2.5
Cc1cccc(/C=C2/Sc3ccc(C(=O)NCCN4CCCC4)cc3NC2=O)c1	-4	-4	3	57	-61	8	-7	0.0
CCCC(=O)N(Cc1cc(=O)[nH]c2ccccc12)c1ccccc1OC	2	-5	-3	0	-12	-3	-8	-0.6
COc1ccc(Cc2nnc(NC(=O)Nc3ccccc3F)s2)cc1	0	-3	-4	-3	16	0	1	0.6
COCCN1CCn2c(nc3cc(NS(C)(=O)=O)ccc32)C1	3	-7	-6	6	-12	4	-1	-0.3
COC(=O)c1cc2sccc2n1CC(=O)Nc1cc(OC)cc(OC)c1	13	-25	-3	0	9	6	-3	1.9
Fc1ccc(Nc2nc(N3CCOCC3)nc(N3CCOCC3)n2)cc1Cl	-3	-2	0	1	3	1	-4	-1.5
CCOc1ncccc1C(=O)Oc1ccc2c(c1)OCO2	2	-3	3	8	20	-10	-1	0.2

# More compounds
compound	SENP7 block	SENP6 block	HKDC1 inh	PfGluPho inh	SENP8 inh	ATG4B inh	GRIN3A LBD mod	MPTP block
Cc1ccc(-c2c[n+](CC(=O)OCc3ccccc3)c3n2CCC3)cc1	-6	-15	-9	-6	4	-3	-3	1.9
O=C(CCNC(=O)Cn1ccc2ccccc2c1=O)NCCN1CCN(c2ccccc2F)CC1	1	-10	-3	3	-22	-12	-1	-1.8
COc1ccc(-c2cc(C(=O)N/N=C(\C)c3cccnc3)c3ccccc3n2)cc1	-8	-18	8	-1	-419	1	0	0.1
CCCn1ncc(CN2CCC(n3nccc3NC(=O)c3ccccc3Cl)CC2)c1C	-13	-4	-2	-12	3	2	0	-0.6
CC(=O)NC(CC(=O)N1CCN(C(C)=O)CC1)c1ccccc1 (centres undefined)	-11	-6	-5	3	1	-2	-1	0.0
CC(C)(C)OC1NS(=O)(=O)OCC1NCOC(Cl)(Cl)Cl (centres undefined)	6	-2	2	18	-10	-3	1	14
COc1cc(C(=O)NCc2ccc(C)cc2)ccc1OC(F)F	5	0	-6	-12	8	-7	12*	1.4
COC(=O)c1c(NC(=O)Cc2cccs2)sc2c1CCCC2	2	11	5	-9	-22	7	0	-0.3

# Later entries
compound	SENP7 block	SENP6 block	HKDC1 inh	PfGluPho inh	SENP8 inh	ATG4B inh	GRIN3A LBD mod	MPTP block
COc1ccc(CNC(=O)C(C)N2C(=O)NC3(CCCCCCC3)C2=O)cc1 (centres undefined)	-9	-10	-3	5	18	-5	-1	-0.6
COc1ccc(NC(=O)CS(=O)(=O)c2cn(CC(=O)N3CCCC3)c3ccccc23)c(OC)c1	3	-17	4	5	6	-1	2	-0.2
O=C(OCC(=O)N1CCOCC1)c1ccc[nH]c1=O	4	8	-5	-7	24	0	0	-0.8
COc1cc2[nH]c(C(=O)Nc3ccc(F)cc3)cc2c(OC)c1OC	7	-6	.	.	-140	.	.	0.9
N#CC1=C2SCC(O)(c3ccccc3)N2C(=O)CC1c1cccs1 (centres undefined)	.	.	-4	-8	8	-2	1	-0.8
CC[C@@H]1C=C(C(=O)O)[C@H](c2ccc3c(c2)OCO3)N1S(=O)(=O)c1ccc(C)cc1	4	-7	3	31	2	0	1	-1.4
Cc1cc(O)c(N=Nc2ccc(C(=O)O)cc2)cc1C	.	.	0	-32	31	-2	-10	-1.2
CC(C)(C)C(=O)N1CCN(c2ccc([N+](=O)[O-])cc2-n2cccc2)CC1	-1	2	6	27	27	4	0	5.2
Cc1ccc(CCNC(=O)CNC(=O)c2cccs2)cc1	0	-6	-3	2	0	-6	1	1.7
Cc1ccc(NC(=O)CS(=O)CC(=O)N(c2ccccc2F)C(C)C(=O)NC2CCCC2)cc1 (centres undefined)	4	-6	5	-1	18	6	-2	-0.2
O=C(COC(=O)c1ccc2ncsc2c1)NCc1ccc(Cl)cc1	2	0	-4	0	-33	-5	0	-0.9
